# Source: PubChem (Southern Research Specialized Biocontainment Screening Center)
# H1N1 NS1A inhibition: NS1A inhibition, H1N1 influenza, cell based functional assay (AID 504329) | NS1A functional cell-based assay, percent inhibition; higher % means a stronger effect | inhibition, % at 12.5 µM, or IC50 in µM where a hit was titrated | 0.3% of 340,000 active; in the data active means a potency from the dose series; inconclusive means inhibition above about 27% without an active follow-up result; further: strong numbers were not always called active
# tuberculosis growth: growth inhibition of non-replicating M. tuberculosis (AID 488890). Mycobacterium tuberculosis non-replicating, growth inhibition; higher % means a stronger effect. one-dose inhibition, % at 25 µM; IC50 in µM for titrated hits. 0.39% of 320,000 active; in the data active means a potency from the dose series; inconclusive means inhibition mostly from about 82% at the one dose, without a potency; inactive means the rest, 99 in 100 with inhibition below about 76%;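 further: plate controls were DMSO cells for no effect and high antibiotic wells for full effect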
# inhibitors of VEEV: inhibitors of VEEV TC-83 cytopathic effect, confirmation, Vero cells (AID 588727); Vero cells, VEEV TC-83 cytopathic effect inhibition; higher % means a stronger effect; inhibition, % at 20 µM; hits with a dose series show IC50 in µM; 0.13% of 350,000 active; in the data active means a potency from the dose series; inconclusive means inhibition mostly from about 14% at the one dose, without a potency; inactive means the rest, 99 in 100 with inhibition below about 12%; further: strong numbers were not always called active
# Salmonella PhoP GFP: Inhibition of PhoP regulon, Salmonella typhi GFP reporter cells, confirmation, 4 h (AID 1850); Salmonella Typhi PhoP-promoter GFP reporter, fluorescence, 4 h; higher % means a stronger effect; one-dose inhibition, % at 50 µM; IC50 in µM for titrated hits; 0.33% of 310,000 active; in the data active means a potency from the dose series; inconclusive means inhibition mostly from about 25% at the one dose, without a potency; inactive means the rest, 99 in 100 with inhibition below about 19%;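 further: 0% = induced wells with vehicle and 100% = uninduced wells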
# H37Rv inhibition: M. tuberculosis growth inhibition, HTS (AID 449762); M. tuberculosis H37Rv growth inhibition, 7H9 media; higher % means a stronger effect; inhibition, % at 25 µM, or IC50 in µM where a hit was titrated; 0.59% of 330,000 active; in the data active means a potency from the dose series; inconclusive means inhibition above about 70% without an active follow-up result;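 further: bacterial growth assessed after seven days of incubation; strong numbers were not always called active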
# The depositor's hits bear a star; i = inactive; u = inconclusive; x = not tested or not shown; & = joins results of further samples.
# The opening three entries as a preview:
SMILES,H1N1 NS1A inhibition,tuberculosis growth,inhibitors of VEEV,Salmonella PhoP GFP,H37Rv inhibition
Cc1cc(C(=O)NNC(=O)c2cccc(S(=O)(=O)N3CCOCC3)c2)c2ccccc2n1,-3%,-24%,0.5%,-2%,3%
COc1ccccc1CN=C1NC(=O)C(CC(=O)Nc2ccc(OC)c(OC)c2)S1 (stereo unspecified),-156%,1%,3.2%,-7%,-5%
COc1cc(CNCCCN2CCOCC2)cc(Br)c1OCc1ccc(Cl)cc1,9%,u,i,4%,u

# Results (from the top)
SMILES,H1N1 NS1A inhibition,tuberculosis growth,inhibitors of VEEV,Salmonella PhoP GFP,H37Rv inhibition
Cc1cc(C(=O)NNC(=O)c2cccc(S(=O)(=O)N3CCOCC3)c2)c2ccccc2n1,-3%,-24%,0.5%,-2%,3%
COc1ccccc1CN=C1NC(=O)C(CC(=O)Nc2ccc(OC)c(OC)c2)S1 (stereo unspecified),-156%,1%,3.2%,-7%,-5%
COc1cc(CNCCCN2CCOCC2)cc(Br)c1OCc1ccc(Cl)cc1,9%,u,i,4%,u
COc1cccc(CNC(=O)C(=O)NCC(c2ccco2)N2CCOCC2)c1 (stereo unspecified),-7%,-7%,0.9%,-6%,-5%
COc1ccc(Oc2coc3cc(OC(=O)/C=C/c4ccccc4)ccc3c2=O)cc1,-8%,25%,0.1%,3%,-7%
CC1(C)SCC(C(=O)O)N1C=O (stereo unspecified),-5%,-14%,0.6%,-1%,-1%
O=C(C1CC1)N1CCCN(C(=O)C2CC2)CC1,-6%,6%,0.1%,14%,7%
CCOc1ccc(NC(=O)OCCN2CCN(CCc3ccccc3)C(C)C2)cc1 (stereo unspecified),3%,x,1.1%,x,x
CSc1cccc(NC(N)=O)c1,x,16%,0.7%,-9%,3%
Cc1cc(=O)oc2cc(OCC(O)CN3CCN(c4ccc(F)cc4)CC3)ccc12 (stereo unspecified),0%,-4%,0.8%,2%&-13%,5%
O=C([C@@H]1CCCN1C(=O)c1cccs1)N1CCN(S(=O)(=O)c2ccccc2F)CC1,-12%,-2%,2.6%,x,-7%
Cc1cc(Cl)ccc1Oc1ccc(C(N)=O)cc1[N+](=O)[O-],-7%,36%,i,-2%,-2%
Cc1ccc(C(C)(C)NC(=O)C2CCC(=O)N(C3CCCCCC3)C2)cc1 (stereo unspecified),-1%,8%,4.7%,-4%,-1%
Cc1ccc2c(c1)C1CN(C)CCC1N2C(=S)NC(=O)c1ccc(Cl)cc1Cl (stereo unspecified),-4%,42%,1.0%,-3%,-4%
COc1ccccc1C(=O)NNC(=O)c1ccccc1,-3%,-7%,1.3%,-2%,-8%
CCc1ccc(OCc2nnc(SCCN3CCOCC3)n2C)cc1,-5%,15%,i,2%,1%
O=C(O)c1cc(N/N=C/c2ccc3c(c2)OCCO3)ccc1Cl,3%,40%,6.1%,-4%,4%
CC(C)(C)OC(=O)N1CCC(c2cc(-c3cccs3)n[nH]2)CC1,0%,12%,2.9%,9%,10%
Cn1nc(C(=O)N2CCN(c3ccccc3F)CC2)c2c1-c1ccccc1S(=O)(=O)C2,3%,15%,2.3%,-3%,-3%
O=C(NC(=S)NC1CCCCC1)c1ccccc1[N+](=O)[O-],2%,24%,5.2%,-4%,-10%
CCOc1cc(N2CCOCC2)c(OCC)cc1NC(=O)c1ccc2ccccc2n1,25%,2%,6.1%,0%,17%
CCOC(=O)c1oc2ccc(S(=O)(=O)n3nc(-c4ccccc4)cc3N)cc2c1C,10%,-23%,2.1%,0%,-7%
N#CC1=C(N2CCCCC2)c2cc3c(n2C1=O)CCCC3,11%,21%,7.2%,-8%,8%
CC(C)C(NC(=O)c1ccccc1)C(=O)OCC(=O)N1CCCC1 (stereo unspecified),-17%,-7%,2.1%,x,-9%
CC(C)c1nc(SCC(=O)Nc2ccc([N+](=O)[O-])cc2Br)n[nH]1,2%,27%,i,2%,-3%
O=C(COC(=O)CC1CC2CCC1C2)Nc1ccc(F)cc1 (stereo unspecified),-12%,79%,0.3%,-1%,4%
COc1ccc(CCN(C)C(=O)C2CCN(C(=O)Nc3ccccc3)CC2)cc1OC,13%,-6%,1.3%,6%,-1%
CC(C)c1ccc(OCC(=O)Nc2c3c(nn2C(C)(C)C)CS(=O)(=O)C3)cc1,6%,15%,7.5%,0%,1%
O=[N+]([O-])c1ccc(OCC2CC(c3ccccc3)=NO2)cc1 (stereo unspecified),-19%,11%,i,1%,-4%
COc1ccccc1CNS(=O)(=O)c1c(C(=O)N2CCCCCC2)c(C)n(C)c1C,-8%,-23%,1.1%,-9%,-16%
O=C(O)C1CCCN1c1ncnc2ccccc12 (stereo unspecified),-2%,-19%,0.7%,8%,-3%
CCc1nnc(NC(=O)c2c(OC)cccc2OC)s1,6%,7%,3.8%,1%,1%
CCOc1cc(N2CCOCC2)c(OCC)cc1NC(=O)COc1cccc2cccnc12,14%,32%,11%,-23%,-6%
CCOC(=O)c1cccc2c1-c1ccccc1/C2=N/O,1%,40%,9.8%,0%,-8%
CC(=O)NC(Cc1c[nH]c2ccccc12)C(=O)NCc1ccc2c(c1)OCO2 (stereo unspecified),-11%,-11%,2.2%,2%,-5%
O=C1CCCN1CC(O)CS(=O)(=O)Cc1ccc(Cl)c(Cl)c1 (stereo unspecified),-2%,-15%,0.5%,6%,0%
Cc1ccccc1-n1c(Cn2c(=O)sc3ccccc32)nnc1SCC(N)=O,-1%,5%,0.4%,2%,1%
Cc1ccc(C(=O)/C=C/Nc2ccccc2C(N)=O)cc1,-3%,14%,1.0%,-1%,-1%
COc1cccc(/C=N/Nc2ccnc(=O)[nH]2)c1O,11µM*,37%,0.0%,17%,46%
Cc1ccc(S(=O)(=O)N(C)c2ccc(C(=O)Nc3c(C)n(C)n(-c4ccccc4)c3=O)cc2)cc1,-10%,-14%,2.0%,-2%,-7%
CC1CCCCC1NCC#CCOc1ccc(Cl)cc1 (stereo unspecified),-9%,60%,i,19%,0%
Cc1nn(-c2ccc(F)cc2)c(C)c1NS(=O)(=O)c1ccc2ccccc2c1,-3%,24%,0.4%,-10%,-3%
CC(C)C(=O)Nc1cccc(-c2csc(-c3ccccc3)n2)c1,-7%,69%,6.0%,-4%,3%
Nc1nc(SCC(=O)NC2CCCC2)[nH]c(=O)c1NC(=O)c1cccs1,1%,-8%,i,2%,-9%
COc1ccc(CN=CC2=C(O)CNC2=O)cc1,8%,-14%,1.0%,0%,-4%
CCOC(=O)c1sc2ncn(CC(=O)NCC3CCCO3)c(=O)c2c1C (stereo unspecified),7%,-2%,3.7%,-4%,-3%
O=C(Nc1ccc(Cl)c(C(F)(F)F)c1)[C@@H]1CC=C[C@@H]2CCN(Cc3ccc(Cl)c(Cl)c3)C(=O)[C@@H]21,6%,-17%,2.2%,-2%,13%
O=C1C2CC=CCC2C(=O)N1c1ccc(Cc2ccncc2)cc1 (stereo unspecified),-1%,-13%,i,-4%,-1%
O=C(CNC(=O)c1cccc(Br)c1)N/N=C/c1cn[nH]c1-c1ccccc1,8%,31%,5.1%,1%,-7%
Nc1ncn(C(=S)Nc2ccccc2)n1,-2%,x,0.1%,x,x
CCN(CC)S(=O)(=O)c1cccc(C(=O)OCC(=O)c2ccc3c(c2)OCCO3)c1,-6%,1%,i,-8%,2%
COc1ccc(OC)c(NC(=O)N2CCCC(C)C2)c1 (stereo unspecified),2%,5%,0.2%,8%,6%
Cc1nc(CCl)cc(=O)[nH]1,-5%,51%,1.9%,-1%,61%
O=C(O)CNS(=O)(=O)Cc1ccccc1,-3%,-10%,0.6%,-2%,5%
CC(C)CC(c1nnnn1C1CCCC1)N1CCN(C(=O)c2ccco2)CC1 (stereo unspecified),-24%,24%,i,7%,-6%
CCN(CC)c1cc(C)c(C#N)c2nc3ccccc3n12,-34%,-3%,2.2%,10%,-1%
O=C(COc1ccc2ccc(=O)oc2c1)N1CCN(c2ccccc2)CC1,11%,11%,0.6%,0%,9%
Cc1cc(C)n(-c2ccc(C(=O)OCC(=O)Nc3ccccc3F)cc2)n1,-3%,71%,1.6%,x,43%
CCS(=O)(=O)CCn1c([N+](=O)[O-])cnc1C,-1%,-5%,u,2%&-22%,0%
COc1ccc(N=Nc2cc(C)c(O)c(CN3CCCCC3)c2)cc1,15%,6%,i,-13%,15%

# Next section
SMILES,H1N1 NS1A inhibition,tuberculosis growth,inhibitors of VEEV,Salmonella PhoP GFP,H37Rv inhibition
Cc1cc(OCC(=O)NN2C(=O)c3ccccc3C2=O)ccc1Cl,-8%,-2%,2.4%,-4%,-1%
CS(=O)(=O)Nc1cccc(C2=NN(C(=O)c3cccc([N+](=O)[O-])c3)C(c3cccs3)C2)c1 (stereo unspecified),-1%,18%,8.2%,0%,14%
Cn1cccc1C(=O)OCC(=O)N1c2ccccc2NC(=O)C1(C)C,-6%,-3%,3.6%,-5%,-3%
COc1ccccc1NS(=O)(=O)c1ccc(N/N=C/c2c(C)nn(-c3ccccc3)c2N2CCCC2)c([N+](=O)[O-])c1,8%,-9%,2.2%,-3%,1%
CC(C)c1ccc(-n2c(O)c(/C=N/NC(=O)c3ccccc3O)c(=O)[nH]c2=S)cc1,3%,59%,0.8%,10%,-3%
O=C(CCCN1Cc2ccccc2C1)c1ccc(F)cc1,-6%,-7%,i,5%,-4%
O=C(Nc1ccc2oc(-c3ccncc3)nc2c1)c1cccs1,-2%,-3%,6.0%,-4%,0%
Cn1c(CNC(=O)C(Cc2ccccc2)NC(=O)c2ccccc2F)cc(=O)n(C)c1=O (stereo unspecified),5%,-14%,i,7%,-3%
CCCN1C(=O)/C(=N\OCC(=O)Nc2ccc(C(C)C)cc2)c2ccccc21,1%,32%,7.2%,-7%,9%
O=C(NCc1ccco1)c1cccc(NC(=O)c2ccco2)c1,22%,-1%,1.8%,7%,2%
Cc1ccc2cccc(OCC(=O)N(C)CC(=O)Nc3ccc(F)cc3)c2n1,-3%,-2%,i,x,-13%
O=C(OCc1ccccc1)c1ccc(NCc2cc(O)ccc2O)cc1,8%,x,2.3%,x,x
Cc1onc(-c2c(F)cccc2Cl)c1C(=O)N(C)C1CCCCC1,-5%,10%,i,-8%,-13%
CC(NC(=O)c1ccccc1NC(=O)c1ccncc1)c1ccccc1 (stereo unspecified),6%,22%,i,-2%,3%
COc1cc(OC)cc(-c2c(C#Cc3ccsc3)c3cc(-c4ccccc4OC)ccc3n2C)c1,0%,-13%,1.0%,x,-2%
Cc1cc(CNC(=O)COc2ccc(F)cc2F)c2ccccc2n1,-1%,5%,i,9%,1%
Cn1nc(C(C)(C)C)cc1NC(=O)Nc1ccc(F)cc1F,12%,-6%,2.8%,-2%,2%
CCN1CCN(c2nc([N+](=O)[O-])nn2C)CC1,-1%,-7%,0.7%,-36%,1%
CCOc1ccc(C(NC(C)=O)c2ccc(OC)c(OC)c2)cc1 (stereo unspecified),15%,-2%,i,3%,5%
COc1cc(C)c(Br)cc1S(=O)(=O)NCc1cccs1,-7%,-1%,1.8%,-2%,-14%
CC(C)C[C@@H](CNC(=O)OC(C)(C)C)NC(=O)c1nc[nH]c1C(=O)N[C@@H](CC(C)C)C(=O)CNC[C@H](CC(C)C)NC(=O)c1nc[nH]c1C(=O)N[C@@H](Cc1c[nH]c2ccccc12)C(=O)OC(C)(C)C,-7%,10%,0.3%,x,3%
O=C(CN1CCN(CC(=O)Nc2ccc3c(c2)OCO3)CC1)Nc1ccc(F)cc1,2%,10%,1.6%,3%,0%
CCOc1c(Br)cc(C2CC(=O)Nc3cc(OC)c(OC)cc32)cc1OC (stereo unspecified),2%,5%,4.4%,-3%,-5%
Cc1c(C(=O)O)oc2ccc(S(=O)(=O)N3CC(C)CC(C)C3)cc12 (stereo unspecified),5%,-11%,0.4%,7%,-13%
COc1cc(CCC(=O)Nc2ccc(S(=O)(=O)N3CCCC3)cc2)cc(OC)c1OC,-13%,-1%,4.6%,x,4%
CC1CCN(C(=O)c2ccc(S(=O)(=O)N3CCCC3)cc2)CC1,-2%,3%,5.5%,x,-7%

# One compound at a time (already shown).
# Record of O=C(Nc1ccc(Cl)c(C(F)(F)F)c1)[C@@H]1CC=C[C@@H]2CCN(Cc3ccc(Cl)c(Cl)c3)C(=O)[C@@H]21 = H1N1 NS1A inhibition = 6%; tuberculosis growth = -17%; inhibitors of VEEV = 2.2%; Salmonella PhoP GFP = -2%; H37Rv inhibition = 13%
# Record of CC(NC(=O)c1ccccc1NC(=O)c1ccncc1)c1ccccc1 (stereo unspecified) = H1N1 NS1A inhibition = 6%; tuberculosis growth = 22%; inhibitors of VEEV = i; Salmonella PhoP GFP = -2%; H37Rv inhibition = 3%
# Record of Cc1ccc(C(=O)/C=C/Nc2ccccc2C(N)=O)cc1 = H1N1 NS1A inhibition = -3%; tuberculosis growth = 14%; inhibitors of VEEV = 1.0%; Salmonella PhoP GFP = -1%; H37Rv inhibition = -1%
